NPY-Y2 antag = NPY-Y2 receptor antagonists, primary screen, cell-based; NPY-Y2 expressing cells, antagonist mode; inhibition, % at 2.7 µM; Neuropeptide Y receptor type 2 (Homo sapiens), P49146; 0.99% of 140,000 active; AID 793, 2007; in the data active = inhibition above about 17%;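 note: 0% = vehicle with agonist challenge and 100% = reference antagonist with challenge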
Target sequence (P49146 whole entry, looked up): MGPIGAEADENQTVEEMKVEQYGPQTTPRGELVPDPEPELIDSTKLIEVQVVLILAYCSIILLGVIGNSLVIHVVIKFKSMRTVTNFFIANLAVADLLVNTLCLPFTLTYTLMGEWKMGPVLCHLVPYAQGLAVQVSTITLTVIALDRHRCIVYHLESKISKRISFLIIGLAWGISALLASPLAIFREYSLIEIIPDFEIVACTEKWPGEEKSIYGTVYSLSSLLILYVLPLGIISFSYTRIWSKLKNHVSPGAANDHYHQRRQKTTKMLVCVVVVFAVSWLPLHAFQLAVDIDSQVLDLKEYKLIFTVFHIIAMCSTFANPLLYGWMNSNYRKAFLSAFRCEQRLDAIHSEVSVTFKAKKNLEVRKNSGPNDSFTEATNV
Phagocytosis inh = inhibitors of macrophage phagocytosis, primary screen, imaging, J774A.1 cells, IgG beads. J774A.1 macrophage IgG-bead phagocytosis. inhibition, % at 5 µM. 0.07% of 110,000 active. AID 1029, 2008;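 active = inhibition above the mean of the plate negative controls plus 5 SD, cut at about 13% in these data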;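 note: phagocytic index as fraction of beads internalized from green versus red external bead signal; plate controls were DMSO negative control for no effect and cytochalasin-D positive control for full effect; some results beyond the cut were filed as inactive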
MRP-1 activ = H69AR viability gain despite doxorubicin, primary screen, MRP-1 activator project, H69AR cells, CellTiter-Glo | AID 799, 2007 | viability rescue | 0.61% of 140,000 active | viability increase, % at 10 µM;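 active = viability gain under doxorubicin at or above a set limit, the compound median plus 3 SD, cut at about 4.7% in these data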;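 note: MRP-1 overexpressing cells given doxorubicin 25 µM after compound pretreatment; 18-22 h compound pretreatment then 72 h with doxorubicin before readout; 0% = doxorubicin-only wells and 100% = vehicle-treated cells without doxorubicin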
Measles CPE = compounds protecting cells from measles virus cytopathic effect, primary screen, measles RdRp inhibitor project, single point, MLSMR library, absorbance. Measles virus-infected cells, CPE protection. AID 841, 2007. protection (pct of control), % at 4 µM. 1.5% of 140,000 active; in the data active = protection mostly above about 24%, no sharp cut-off; inactive = mostly below about 26%; note: some compounds called inactive have numbers as strong as hits
PTEN del growth = growth suppression of PTEN-null HCT116, primary screen, cell-based, CellTiter-Glo | HCT116 PTEN-null viability, 60 h; active compounds read low | AID 827, 2007 | 1.2% of 140,000 active | viability, % at 10 µM;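 active = viability at or below a set limit, 4 SD under the median of all tested compounds, cut at about 3.7% in these data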;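 note: PTEN knockout HCT116 line with beta catenin targeted HCT116 as companion control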
Yeast lifespan up = compounds extending yeast replicative lifespan, primary screen, S. cerevisiae, OD615; S. cerevisiae growth with nicotinamide; deaD strain in restrictive glucose medium; inhibition of the nicotinamide effect, % at 10 µM; 0.68% of 130,000 active; AID 775, 2007;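 active = inhibition above a set limit, placed 3 SD over the median of all compounds, cut at about 26% in these data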;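 note: 0% = nicotinamide-treated wells and 100% = cells grown without nicotinamide; some compounds called inactive have numbers as strong as hits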
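System: DeaD-strain S. cerevisiae / Buffer or medium: CSMM-D, restrictive glucose (dextrose) synthetic minimal medium / Probe or stimulus: nicotinamide, 1.5 mM, co-present with compound / Compound: one concentration, 10 µM, DMSO 0.25% / Incubation: 48 h compound exposure at 30 °C, humidified / Technique: optical density (absorbance) at 615 nm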
bCat KO growth = primary screen for growth suppressors in beta-catenin knockout HCT116 cells (colon tumor, human). HCT116 beta-catenin knockout viability, CellTiter-Glo, 60 h; active compounds read low. viability, % at 10 µM. AID 818, 2007. 1.5% of 140,000 active;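 active = viability at or under a set limit, the compound median less 4 SD, cut at about 6% in these data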;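 note: 0% = Hyamine 1622 control at 20 µM and 100% = untreated cell control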
GALR2 blocker = GALR2 antagonists in receptor-expressing cells, primary screen | Galanin receptor type 2 (Homo sapiens), O43603 | antagonist mode | inhibition, % at 4 µM | 0.39% of 140,000 active | AID 828, 2007; in the data active = inhibition above about 27%;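 note: cells stimulated with galanin 1-16 at roughly its EC80; 0% = agonist challenge control and 100% = basal control without agonist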
Target sequence (O43603 whole entry, looked up): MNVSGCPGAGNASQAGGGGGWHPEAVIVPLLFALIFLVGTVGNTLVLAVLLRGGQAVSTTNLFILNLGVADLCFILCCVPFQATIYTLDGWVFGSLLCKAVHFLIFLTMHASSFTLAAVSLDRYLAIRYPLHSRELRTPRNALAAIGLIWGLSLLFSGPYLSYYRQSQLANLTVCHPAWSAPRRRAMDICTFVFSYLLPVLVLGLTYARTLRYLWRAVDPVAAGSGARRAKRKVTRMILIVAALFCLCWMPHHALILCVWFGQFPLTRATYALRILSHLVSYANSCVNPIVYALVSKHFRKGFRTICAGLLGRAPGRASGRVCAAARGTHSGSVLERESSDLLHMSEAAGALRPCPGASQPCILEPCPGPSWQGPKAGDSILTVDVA
E-sel TNF inh = E-selectin induction blockers in HUVEC – imaging, immunofluorescence, high content, primary screen; inhibition, % at 2 µM; 0.71% of 120,000 active; HUVEC TNFa-induced E-selectin immunofluorescence;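 active = inhibition above the batch mean plus 3 SD, and confirmed as a hit on visual image review, cut at about 43% in these data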;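 note: 0% = TNF-stimulated DMSO wells and 100% = unstimulated control wells; not every result past the cut was called active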
BB579 growth dn = growth inhibitors of yeast BB579 in restrictive medium, primary screen, yeast lifespan-shortening project, S. cerevisiae; OD615, 48 h; inhibition, % at 10 µM; 0.51% of 140,000 active;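 active = inhibition above a set limit, 3 SD over the mean compound inhibition, cut at about 44% in these data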; note: inactives centre near -24
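System: DeaD yeast strain BB579; buffer or medium: CSMM-D dextrose restrictive medium; technique: OD at 615 nm; schedule: 4 h cell preincubation, 48 h compound exposure, 30 °C humidified; doses: single 10 µM dose; controls: amphotericin B 10 µg/mL, positive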
* marks the source's active call; other numbers are inactive results; . = not tested or not shown. Rows are unselected. Share with any hit: about 6.1%.

Results follow in this order: NPY-Y2 antag	Phagocytosis inh	MRP-1 activ	Measles CPE	PTEN del growth	Yeast lifespan up	bCat KO growth	GALR2 blocker	E-sel TNF inh	BB579 growth dn
CCOc1ccccc1N(CC(=O)Nc1ccc2c(c1)OCO2)S(C)(=O)=O
    2	1	-0.4	10	89	-16	109	15	.	0
COc1ccc2c(C)cc(SCC(=O)c3ccc4c(c3)OCO4)nc2c1
    7	-1	-2.3	25	65	-12	86	-15	-7	-15
Nc1ccc2nc(SCC(=O)Nc3ccc(N4CCOCC4)c(Cl)c3)sc2c1
    9	-5	-2.3	30	38	-5	32	4	.	-15
CC1c2[nH]c3ccccc3c2CCN1S(C)(=O)=O (centres undefined)
    4	-1	-2.2	4	93	-12	104	-3	-53	-23
CC1(C)C(=O)Nc2ccccc2N1C(=O)CSc1nc(-c2ccccc2)cs1
    4	-7	-0.3	15	88	0	101	-1	-2	-25
CC(=O)Nc1ccc(-c2nnc(SCC(=O)Nc3ccc4c(c3)oc3ccccc34)n2C)cc1
    -2	.	-3.9	5	23	-21	11	12	-18	-20
O=C(COC(=O)Cn1cnc2ccccc21)Nc1ccc2c(c1)C(=O)c1ccccc1C2=O
    1	-3	-1.2	2	61	-2	52	4	.	-39
Cc1ccc2nc(N/N=C/c3ccccc3F)nc(-c3ccccc3)c2c1
    7	-8	2.0	12	71	-4	78	6	31	-11
CC(=O)NC(Cc1ccccc1)C(=O)NC1CCN(C(=O)NC2CCCCC2)CC1 (centres undefined)
    -3	2	-0.5	17	95	-5	108	-12	.	1
CC(C)c1c(O)nc(SCC(=O)N2CCOCC2)[nH]c1=O
    1	-1	-1.1	16	98	-6	89	-4	-6	-18

Remaining list, next part.
Results follow in this order: NPY-Y2 antag	Phagocytosis inh	MRP-1 activ	Measles CPE	PTEN del growth	Yeast lifespan up	bCat KO growth	GALR2 blocker	E-sel TNF inh	BB579 growth dn
O=C(NCC1CCCO1)c1coc2nc3ccccc3nc12 (centres undefined)
    -1	3	1.9	2	103	-22	97	-4	-5	-22
CSc1ccccc1NC(=O)c1cc(CC(C)C)on1
    7	0	0.0	7	83	-7	97	3	-18	9
Cc1ccc(NC2c3ncccc3C(=O)N2c2ccccc2C)cc1C (centres undefined)
    -2	-1	-4.4	5	97	-15	100	-14	.	-25
Oc1ccccc1/C=N/n1cnn(Cc2ccccc2Cl)c1=S
    3	-4	-0.9	11	94	7	97	7	.	-47
O=C1C=C(c2ccccc2)C[C@H](c2cccs2)[C@H]1n1cnc([N+](=O)[O-])c1
    5	.	-4.1	9	95	-5	92	0	20	-50
Cc1cc(C(=O)OCC(=O)Nc2ccc(F)cc2F)c(C)o1
    -3	-1	1.0	37*	98	-8	95	0	-12	-54
CC1(C(=O)NC2CCCCCCC2)CCC(=O)N1CCN1CCOCC1 (centres undefined)
    0	-1	1.1	2	98	8	101	-12	.	-23
CCOC(=O)c1cnc2c(C)cccc2c1NCCc1ccc(OC)c(OC)c1
    10	0	-4.7	4	59	-6	53	-4	-12	-36
COc1ccc(CC(=O)NC2CCN(CC(=O)Nc3ccc4c(c3)OCCO4)CC2)cc1OC
    8	.	-1.0	2	96	-12	88	6	2	-44
O=C1Nc2ccccc2C12OC1CCCCC1O2 (centres undefined)
    -1	-1	-1.5	14	94	-4	89	-19	0	-17

Record cards, as listed above:
Results for O=C(NCC1CCCO1)c1coc2nc3ccccc3nc12 (centres undefined) → NPY-Y2 antag = -1; Phagocytosis inh = 3; MRP-1 activ = 1.9; Measles CPE = 2; PTEN del growth = 103; Yeast lifespan up = -22; bCat KO growth = 97; GALR2 blocker = -4; E-sel TNF inh = -5; BB579 growth dn = -22
Results for CSc1ccccc1NC(=O)c1cc(CC(C)C)on1 → NPY-Y2 antag = 7; Phagocytosis inh = 0; MRP-1 activ = 0.0; Measles CPE = 7; PTEN del growth = 83; Yeast lifespan up = -7; bCat KO growth = 97; GALR2 blocker = 3; E-sel TNF inh = -18; BB579 growth dn = 9

Other records
Results follow in this order: NPY-Y2 antag	Phagocytosis inh	MRP-1 activ	Measles CPE	PTEN del growth	Yeast lifespan up	bCat KO growth	GALR2 blocker	E-sel TNF inh	BB579 growth dn
O=C(COc1ccc2c(c1)CCC2)NCc1ccc(Cl)cc1
    9	-4	-1.9	16	99	-3	99	-6	-9	-22
Cc1cccc(NC(=O)c2c(C)cc(=O)oc2C)n1
    -1	1	0.9	32	97	-6	98	8	.	-46
CSCC[C@H](NC(=O)CCNC(C)=O)c1nc2ccccc2[nH]1
    2	-2	-0.8	28	101	0	95	-10	-3	20
COC(=O)[C@H](CC(C)C)NC(=O)NC1CCCCC1C (some centres undefined)
    3	1	0.9	5	87	-2	95	-15	-5	17
CC(NC(=O)C1C2C=CC(C2)C1C(=O)O)c1ccccc1 (centres undefined)
    0	1	-0.8	6	108	-5	95	10	-21	-33
Fc1ccc(C2C3=C(Nc4ncnn42)c2ccccc2OC3c2ccncc2)cc1 (centres undefined)
    0	-1	-5.7	10	72	-4	81	-18	7	-38

Sorted by number of heavy atoms (ascending): 13 of the compounds above.
Results follow in this order: NPY-Y2 antag	Phagocytosis inh	MRP-1 activ	Measles CPE	PTEN del growth	Yeast lifespan up	bCat KO growth	GALR2 blocker	E-sel TNF inh	BB579 growth dn
O=C1Nc2ccccc2C12OC1CCCCC1O2 (centres undefined)
    -1	-1	-1.5	14	94	-4	89	-19	0	-17
Cc1cccc(NC(=O)c2c(C)cc(=O)oc2C)n1
    -1	1	0.9	32	97	-6	98	8	.	-46
COC(=O)[C@H](CC(C)C)NC(=O)NC1CCCCC1C (some centres undefined)
    3	1	0.9	5	87	-2	95	-15	-5	17
CC(C)c1c(O)nc(SCC(=O)N2CCOCC2)[nH]c1=O
    1	-1	-1.1	16	98	-6	89	-4	-6	-18
O=C(NCC1CCCO1)c1coc2nc3ccccc3nc12 (centres undefined)
    -1	3	1.9	2	103	-22	97	-4	-5	-22
CSCC[C@H](NC(=O)CCNC(C)=O)c1nc2ccccc2[nH]1
    2	-2	-0.8	28	101	0	95	-10	-3	20
O=C1C=C(c2ccccc2)C[C@H](c2cccs2)[C@H]1n1cnc([N+](=O)[O-])c1
    5	.	-4.1	9	95	-5	92	0	20	-50
CCOc1ccccc1N(CC(=O)Nc1ccc2c(c1)OCO2)S(C)(=O)=O
    2	1	-0.4	10	89	-16	109	15	.	0
Nc1ccc2nc(SCC(=O)Nc3ccc(N4CCOCC4)c(Cl)c3)sc2c1
    9	-5	-2.3	30	38	-5	32	4	.	-15
CCOC(=O)c1cnc2c(C)cccc2c1NCCc1ccc(OC)c(OC)c1
    10	0	-4.7	4	59	-6	53	-4	-12	-36
Fc1ccc(C2C3=C(Nc4ncnn42)c2ccccc2OC3c2ccncc2)cc1 (centres undefined)
    0	-1	-5.7	10	72	-4	81	-18	7	-38
O=C(COC(=O)Cn1cnc2ccccc21)Nc1ccc2c(c1)C(=O)c1ccccc1C2=O
    1	-3	-1.2	2	61	-2	52	4	.	-39
CC(=O)Nc1ccc(-c2nnc(SCC(=O)Nc3ccc4c(c3)oc3ccccc34)n2C)cc1
    -2	.	-3.9	5	23	-21	11	12	-18	-20

Assay outcomes: PubChem BioAssay, several laboratories
